Screens (PubChem)
RORg inh: inhibitors of mouse ROR gamma transcriptional activity; 310,000 tested, 5.4% active; Drosophila S2 Gal4-RORgamma UAS-luciferase reporter, 20 h; Potency, µM (series often up to 53.6 µM), inactives show at the highest dose activity change, negative = inhibition, actives largely listed as inhibitors; P51450; AID 2551; further: on the % scale 0 is the no-effect control and ±100 the full control effect; nearly all actives have a fitted effect of over 60% in size
Target sequence (P51450 whole entry, looked up, the tested form may be a part): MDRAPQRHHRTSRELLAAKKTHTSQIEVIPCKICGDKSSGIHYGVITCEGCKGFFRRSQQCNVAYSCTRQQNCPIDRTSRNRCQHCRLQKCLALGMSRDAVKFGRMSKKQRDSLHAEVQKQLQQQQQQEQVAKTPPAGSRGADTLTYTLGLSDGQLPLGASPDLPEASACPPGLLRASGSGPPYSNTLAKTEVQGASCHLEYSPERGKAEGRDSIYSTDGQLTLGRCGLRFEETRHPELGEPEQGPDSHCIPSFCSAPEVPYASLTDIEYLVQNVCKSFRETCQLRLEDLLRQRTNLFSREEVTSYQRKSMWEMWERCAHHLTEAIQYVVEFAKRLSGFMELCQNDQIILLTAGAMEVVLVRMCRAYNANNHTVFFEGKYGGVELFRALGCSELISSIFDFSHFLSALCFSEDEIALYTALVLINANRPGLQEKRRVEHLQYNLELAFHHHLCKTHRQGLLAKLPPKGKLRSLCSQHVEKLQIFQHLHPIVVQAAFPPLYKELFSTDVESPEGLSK
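Stably transfected Drosophila Schneider cells are the test system, with ROR gamma fused to Gal4 and luciferase under UAS control; luminescence is read after 20 hr of 700 uM copper sulfate induction at ambient temperature.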
BRCA1 expr act: activators of BRCA1 expression | 380,000 tested, 1.1% active | MCF7-BRCA1-FFLuc reporter, luminescence, 48 h; response scale: scaled: vehicle 0%, 10 µM genistein 100% | AID 624202 | Potency, µM (doses to about 46.1 µM), inactives show top-dose activation, usual class: activators; further: nearly all actives have a fitted effect of over 80% in size; some results filed as inactive show a strong effect at the top dose
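MCF7-BRCA1-FFLuc cells, 2000/well in phenol-red-free MEM, attached 2 h then treated 48 h at 37 C. Luciferase luminescence read 15 min after reagent; normalized to genistein maximum activation (10microM) and DMSO, concentration-response fitted.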
Rab9 prom act: activators of Rab9 promoter | Huh7 Rab9 promoter-luciferase reporter, luminescence, 24 h | Potency, µM (doses to about 9.22 µM), without a hit: at the highest dose activation, negative = inhibition, actives largely listed as activators | 320,000 tested, 2.8% active | AID 485297; further: % of control where 0% means no effect; nearly all actives have a fitted effect of over 60% in size
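Steps: seed 1500 Huh7 Rab9-luc cells per well, rest 2 h at 37 °C; add compound in DMSO; incubate 24 h; add luciferase reagent, 10 min ambient; read luminescence.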
FLuc counter: firefly luciferase modulation, counter-screen for miR-21 project | purified FLuc, Km substrates, luminescence inhibition | AID 588342 | P08659 | 360,000 tested, 6.9% active | Potency, µM (series often up to 57.5 µM), without a hit: at the highest dose activity change, negative = inhibition, most hits filed as inhibitors;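 further: plate controls were vehicle for no effect and reference inhibitor for full effect; nearly all actives have a fitted effect of over 55% in size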
Target sequence (P08659 whole entry, looked up): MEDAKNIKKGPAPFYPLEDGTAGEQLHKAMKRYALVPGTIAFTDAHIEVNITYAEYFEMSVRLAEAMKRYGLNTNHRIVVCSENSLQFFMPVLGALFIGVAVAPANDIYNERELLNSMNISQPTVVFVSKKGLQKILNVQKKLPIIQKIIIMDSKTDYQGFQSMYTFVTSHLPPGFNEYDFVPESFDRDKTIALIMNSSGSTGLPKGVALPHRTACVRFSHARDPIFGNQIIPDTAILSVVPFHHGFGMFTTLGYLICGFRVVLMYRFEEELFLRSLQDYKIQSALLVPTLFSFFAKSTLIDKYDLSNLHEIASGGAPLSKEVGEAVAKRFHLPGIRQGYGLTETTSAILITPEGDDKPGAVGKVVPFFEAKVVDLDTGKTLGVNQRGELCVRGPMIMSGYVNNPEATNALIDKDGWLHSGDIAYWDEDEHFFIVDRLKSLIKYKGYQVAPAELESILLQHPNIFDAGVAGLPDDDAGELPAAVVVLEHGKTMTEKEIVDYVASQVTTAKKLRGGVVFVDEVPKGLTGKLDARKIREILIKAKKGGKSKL
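Purified P. pyralis luciferase (10nM final) with 10uM D-luciferin and 10uM ATP (Km levels) in 50mM Tris acetate pH 7.5, 10mM Mg acetate, 0.01% Tween-20, 0.05% BSA; qHTS 6-point titration, ~60 µM downward; luminescence read.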
NPC1 prom act: activators of NPC1 promoter. Huh7 NPC1 promoter luciferase reporter, 24 h. Potency, µM (titrated, usually from 9.22 µM), for the others: at the highest dose activation, most hits filed as activators. 320,000 tested, 2.4% active. AID 485313;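 further: % of control where 0% means no effect; nearly all actives have a fitted effect of over 60% in size; reporter is driven by a mutant NPC1 promoter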
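Huh7 reporter cells (NPC1 promoter driving luciferase) are dosed with compound for 24 h at 37 °C, 5% CO2; luciferase detection reagent is then added and luminescence measured after 10 min at ambient temperature.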
p53 reactivation: mutant p53 re-activation in reporter cells; 320,000 tested, 0.063% active; Potency, µM (titrated, usually from 92.2 µM), without a hit: at the top dose activity change, positive = activation, hits mostly activators; H1299 p53-A138V BP100-luciferase reporter, luminescence, 24 h; AID 504706; further: % of control where 0% means no effect; nearly all actives have a fitted effect of over 45% in size
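H1299 (p53-null), stable ts p53-A138V + BP100-Luc; 1000 cells/well, Opti-MEM/10% FBS; cpd 4 pt, 1:5; 24 h, 37 deg C, 5% CO2; detection reagent 10 min RT; luminescence.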
ELG1 genotoxic: induces genotoxicity in HEK293T cells with luciferase-tagged ELG1. 330,000 tested, 1.3% active. AID 504466. HEK293T ELG1-luciferase reporter, luminescence, 16 h. Potency, µM (series often up to 46 µM), without a hit: top-dose activity change, positive = activation, hits mostly activators; further: % of control where 0% means no effect; nearly all actives have a fitted effect of over 60% in size
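HEK293T cells expressing luciferase-tagged ELG1 were treated with compound or DMSO for 16 hr at 37°C. Luciferase activity was then read after 30 min with ONE-Glo at room temperature; rising signal flags genetic stress.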
uPA surface inh: cell surface uPA generation inhibition. AID 540303. 330,000 tested, 0.31% active. Potency, µM (titrated, usually from 38.3 µM), inactives show top-dose activity change, negative = inhibition, hits mostly inhibitors. cell surface uPA generation assay, qHTS; active means well fitted inhibition curve with a large enough effect; inconclusive means small, poorly fitted or top-dose-only effect; inactive means no such curve, though single readings can be large or run the other way; tested in mouse RAW 264.7 cells; further: on the % scale 0 is the no-effect control and ±100 the full control effect; nearly all actives have a fitted effect of over 55% in size
MBNL1 CUG block: MBNL1-poly(CUG) RNA binding inhibition. 280,000 tested, 0.036% active. AID 2675. TR-FRET MBNL1-His/biotin-(CUG)12 binding, 665/545 ratio. Q9NR56. Potency, µM (titrated, usually from 57.5 µM), without a hit: at the top dose activity change, negative = inhibition, usual class: inhibitors; active means well fitted inhibition curve with a large enough effect in the signal ratio, with a control signal flat, not every such curve was filed as active; inconclusive means small, poorly fitted or top-dose-only effect, or effect the other way, or a change in a side signal; inactive means no such curve, though single readings can be large or run the other way; the % refers to the signal ratio; further: on the % scale 0 is the no-effect control and ±100 the full control effect
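Ratiometric TR-FRET (665 over 545 nm, excitation 340 nm) tracks disruption of MBNL1-His/biotin-(CUG)12 complex after 60 min at room temperature, with compounds at 92 nM to 58 uM final.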
Gal4-VP16 FLuc: inhibits Gal4-VP16 luciferase reporter, ROR gamma counter-screen | Drosophila S2 Gal4-VP16 UAS-luciferase, luminescence, 20 h | Potency, µM (titrated, usually from 53.6 µM), for inactives: at the top dose activity, negative = inhibition, usual class: inhibitors | 310,000 tested, 3.5% active;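 further: Gal4-VP16 expression switched on by copper sulfate through the metallothionein promoter; on the % scale 0 is the no-effect control and ±100 the full control effect; nearly all actives have a fitted effect of over 50% in size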
The depositor's hits bear a star; ? = inconclusive; . = no result given; [ ] = dose if it differs, or a comment. Unless noted, the call rests on the fitted dose curve; in most records, active means well fitted curve in the direction sought with a large enough effect; inconclusive means small, poorly fitted or top-dose-only effect, or another doubt; inactive means no such curve, though single readings can be large; an effect the other way counts as inactive or inconclusive. Potency means the concentration at half of the fitted maximal effect.

SMILES	RORg inh	BRCA1 expr act	Rab9 prom act	FLuc counter	NPC1 prom act	p53 reactivation	ELG1 genotoxic	uPA surface inh	MBNL1 CUG block	Gal4-VP16 FLuc
NC(=O)CCn1nc(-c2ccc(Cl)cc2)c2ccccc2c1=O	-2%	3%	-1%	1%	-3%	0%	0%	-4%	7%	1%
CC1(C)C2CC=C(/C=N/NC(=O)c3ccc(Cl)cc3)C1C2 (stereo not given)	13µM*	-31%	-3%	-14%	-1%	2%	-7%	-2%	.	?
CC(=O)Nc1ccc(S(=O)(=O)/N=C2/NC(=O)/C(=C\c3ccco3)S2)cc1	32%	0%	4%	?	1%	-2%	?	-8%	-28%	-14%
O=C(COC(=O)c1cccc([N+](=O)[O-])c1)Nc1ccc(Cl)cn1	.	48%	17%	-13%	9%	?	17%	-2%	.	.
CC1=C(C(=O)Nc2ccccc2C)C(c2cccs2)NC(=S)N1 (stereo not given)	-10%	6%	1%	2%	-2%	4%	1%	-1%	.	-2%
O=C(NC1CCCc2c1cnn2-c1ccc(F)cc1F)c1ccccc1N1CCOCC1 (stereo not given)	?	-36%	-1%	-5%	-3%	5%	-3%	-5%	-3%	-4%
COc1ccc(CN(C)C(=O)C2CC(=O)N(c3ccc4c(c3)OCCO4)C2)c(OC)c1 (stereo not given)	.	-25%	-5%	0%	-1%	-13%	-6%	-26%	.	.
COCCNC(=O)/C(C#N)=C/c1cc(C)n(C2CCCCC2)c1C	-1%	?	0.79µM*	3µM*	1.8µM*	?	1%	-7%	?	?
O=C(NCc1ccc(F)cc1)C1CCCN(S(=O)(=O)c2ccc(-n3cnnn3)cc2)C1 (stereo not given)	0%	-5%	0%	3%	0%	-4%	1%	0%	0%	4%
COCCN=C1Sc2nc3cc4c(cc3cc2CN1CC1CCCO1)OCO4 (stereo not given)	-25%	-7%	-6%	2%	-5%	4%	0%	4%	?	0%
COc1ccc2c(c1)C=C(C(=O)OCc1cccnc1)CO2	?	0%	17%	-12%	2%	0%	-2%	-1%	?	?
COc1ccc(CCNC(=O)/C=C/c2ccc(OC)c(S(=O)(=O)N3CCOCC3)c2)cc1	-2%	-10%	-5%	-2%	0%	-2%	-8%	?	-2%	6%
CCN1CCCC1CNC(=O)C(=O)NC (stereo not given)	15%	4%	-6%	6%	1%	2%	-9%	5%	-10%	6%[10 µM]
CSc1ccccc1NC(=O)CN(C)C(=O)/C=C/c1ccccc1	.	-7%	-4%	1%	-4%	-4%	-2%	-13%	.	.
COc1cccc(N/C(N)=N/c2nc(C)cc(=O)[nH]2)c1	3%	-18%	0%	1%	-1%	5%	0%	12%	1%	-5%
Cc1nn(-c2ccccc2)c(C)c1/C=N/n1cnnc1	5%	0%	4%	-2%	0%	0%	12%	0%	-18%	-9%
O=C(Nc1ccc(S(=O)(=O)N2CCOCC2)cc1)c1cccnc1	16%	-7%	-2%	0%	3%	-6%	1%	-1%	1%	0%
COc1ccc(-c2cc(C(F)F)n3ncc(C(=O)N4CCc5ccccc54)c3n2)cc1	1%	-73%	-42%[inhibitor]	-3%	-41%[inhibitor]	2%	-14%	?	1%	0%
COc1ccc(NC(=O)COC(=O)CCC(=O)c2cccs2)cc1OC	.	-7%	-2%	-1%	-5%	2%	2%	-22%	.	.
COc1ccc(CCNC(=O)C2CCCN(S(C)(=O)=O)C2)cc1 (stereo not given)	14%	-10%	-4%	-2%	0%	.	2%	5%	-8%	6%
CCNC(=O)CC1SC(=Nc2ccc(C)cc2)NC1=O (stereo not given)	-28%	-8%	-1%	-1%	0%	-16%	3%	-3%	.	8%
C=CC(=O)OCCOCCOCCOCCOC(=O)C=C	?	-51%	1%	4%	-8%	-35%[inhibitor]	?	?	.	?
CN(C)c1ccc(/C=c2\sc3n(c2=O)CCCN=3)cc1	?	?	0.32µM*	0.24µM*	0.4µM*	28%	?	-11%	?	?
Cc1cc(=O)oc2cc(OCC(=O)N(C)C3CCS(=O)(=O)C3)c(Cl)cc12 (stereo not given)	-30%	-7%	0%	-1%	-5%	-1%	-1%[9.26 µM]	8%	?	-6%
CC(C)C(NS(=O)(=O)c1cccc2nsnc12)C(=O)Nc1nccs1 (stereo not given)	-39%	8%	-3%	0%	-3%	-2%	0%	9%	?	7%
COc1cc(NC(=O)CSc2nnc3ccc(-c4ccncc4)nn23)cc(OC)c1	-12%	-16%	-4%	3%	-4%	1%	-2%	11%	?	-3%
Cc1ccc(/C=C2\CCn3c2nc2cc(C(=O)O)ccc2c3=O)c(C)c1	26%	-13%	6%	4%	0%	4%	14%	4%	?	6%
CC(C)(C)OC(=O)C[C@@H]1C/C=C\C[C@H](CC(=O)N[C@H](CO)Cc2ccccc2)C(=O)N2CCC[C@H]2COC1=O	.	6%	.	.	.	-2%	2%	-3%	.	.
Cc1ccc(S(=O)(=O)NN=C2CCC(C(C)(C)C)CC2)cc1[N+](=O)[O-] (stereo not given)	-33%	-11%	0%	2%	-3%	2%	2%	4%	15%	-5%
Nc1cc(N)nc(SCc2cccc(F)c2)n1	19%	13µM*	?	?	?	?	?	6%	13%	12%
Cc1cc(C)c2c(CN3CC(C)OC(C)C3)cc(=O)oc2c1C (stereo not given)	-17%	-23%	4%	-2%	-3%	-2%	-6%	1%	3%	2%
CCOC(=O)CCc1c(C)nc2cc(-c3ccccc3OC)[nH]n2c1=O	22%	-15%	0%	?	0%	-1%	16%	14%	2%	3%
Cc1cccc2nc(-c3ccccc3)nc(N3CCC(O)(c4ccc(Cl)cc4)CC3)c12	44%	-89%[inhibitor]	0%	5%	-4%	12%	-10%	-2%	4%	-25%
COc1ccc(C(=O)OCC(N)=O)cc1[N+](=O)[O-]	-15%	-20%	-1%	3%	-1%	6%	3%	-14%	38%[activator]	-5%
COc1ccc(Cc2nnc(NC(=O)c3c(-c4ccccc4)noc3C)s2)cc1OC	?	.	-7%	0%	-4%	-7%	1%	.	-3%	-22%
CCCCc1ccc(NC(=O)Nc2c(C)n(C)n(-c3ccccc3)c2=O)cc1	-24%	-4%	-3%	-1%	-5%	6%	-4%	4%	7%	-9%
COc1ccc(C2C(C(C)=O)=C(O)C(=O)N2c2ccc(Br)cn2)cc1 (stereo not given)	-13%	-9%	10%	4%	0%	-2%	2%	11%	13%	-11%
Cc1nn(CC(=O)Nc2ccc3c(c2)nc2n3CCN(C3CCCCC3)C2)c(=O)c2ccccc12	-1%	-2%	-2%	21µM*	9%	2%	1%	-15%	36%[activator]	-1%
CCS(=O)(=O)c1ccc(C(=O)Nc2cccc(Cl)c2)c(Cl)c1Cl	?	-19%	-6%	-2%	1%	-15%	-5%	-3%	-9%	-1%
COc1cc2c(cc1OC)C(c1cccs1)NCC2 (stereo not given)	-35%	-14%	-1%	3%	2%	-2%	4%	-4%	-3%	7%
Cc1cc(C)nc(N/N=C/C=C/c2ccccc2)n1	1.3µM*	45%	7%	?	-2%	22%	1%	2%	19%[11.5 µM]	7.9µM*
O=C(O)C1=C[C@H](c2cccs2)C[C@H](OCCCCO)O1	-20%	-3%	1%	-1%	-3%	2%	3%	1%	11%	22%

Part of the list above in order of molar mass, lowest first:
SMILES	RORg inh	BRCA1 expr act	Rab9 prom act	FLuc counter	NPC1 prom act	p53 reactivation	ELG1 genotoxic	uPA surface inh	MBNL1 CUG block	Gal4-VP16 FLuc
Cc1cc(C)nc(N/N=C/C=C/c2ccccc2)n1	1.3µM*	45%	7%	?	-2%	22%	1%	2%	19%[11.5 µM]	7.9µM*
COc1ccc(C(=O)OCC(N)=O)cc1[N+](=O)[O-]	-15%	-20%	-1%	3%	-1%	6%	3%	-14%	38%[activator]	-5%
COc1cc2c(cc1OC)C(c1cccs1)NCC2 (stereo not given)	-35%	-14%	-1%	3%	2%	-2%	4%	-4%	-3%	7%
CN(C)c1ccc(/C=c2\sc3n(c2=O)CCCN=3)cc1	?	?	0.32µM*	0.24µM*	0.4µM*	28%	?	-11%	?	?
CCNC(=O)CC1SC(=Nc2ccc(C)cc2)NC1=O (stereo not given)	-28%	-8%	-1%	-1%	0%	-16%	3%	-3%	.	8%
O=C(O)C1=C[C@H](c2cccs2)C[C@H](OCCCCO)O1	-20%	-3%	1%	-1%	-3%	2%	3%	1%	11%	22%
C=CC(=O)OCCOCCOCCOCCOC(=O)C=C	?	-51%	1%	4%	-8%	-35%[inhibitor]	?	?	.	?
Cc1cc(C)c2c(CN3CC(C)OC(C)C3)cc(=O)oc2c1C (stereo not given)	-17%	-23%	4%	-2%	-3%	-2%	-6%	1%	3%	2%
CC(C)C(NS(=O)(=O)c1cccc2nsnc12)C(=O)Nc1nccs1 (stereo not given)	-39%	8%	-3%	0%	-3%	-2%	0%	9%	?	7%
